Bioassay records as filed in PubChem.
uPA generation – cell surface uPA generation inhibition; Potency, µM (doses to about 38.3 µM), for inactives: at the top dose activity change, negative = inhibition, usual class: inhibitors; cell surface uPA generation assay, qHTS; hit rate 0.31% among 330,000; active = well fitted inhibition curve with a large enough effect; inconclusive = small, poorly fitted or top-dose-only effect; inactive = no such curve, though single readings can be large or run the other way; tested in mouse RAW 264.7 cells; note: potency is the fitted concentration of half-maximal effect; % is set by controls: 0 for no effect and ±100 for the full control effect; nearly all actives have a fitted effect of over 55% in size
Eya2 inh – Eya2 (human) phosphatase inhibition. O00167. recombinant Eya2, OMFP fluorescence dephosphorylation (OMFP is methylfluorescein phosphate). Potency, µM (doses to about 76.9 µM), for inactives: at the highest dose activity, negative = inhibition, usual class: inhibitors. hit rate 0.006% among 330,000; note: potency is the fitted concentration of half-maximal effect; % is set by controls: 0 for no effect and ±100 for the full control effect
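Eya2 (0.2 uM) preincubated 10 min at ambient with compound, then OMFP substrate added at 50 uM; 10 min reaction in 50 mM HEPES pH 7.5, 50 mM NaCl, 5 uM MgCl2, 0.05% BSA, 1 mM DTT. Fluorescence read at Ex 485/Em 525 nm.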
USP2a block – inhibitors of human ubiquitin-specific protease USP2a; AID 463254; hit rate 0.01% among 330,000; Potency, µM (series often up to 38.3 µM), for inactives: top-dose activity change, negative = inhibition, hits mostly inhibitors; USP2 core, Ub-CHOP2 coupled fluorogenic reporter, 485/531;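 note: potency is the fitted concentration of half-maximal effect; plate controls were DMSO wells for no effect and full inhibition by NEM control for full effect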
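USP2 core (10nM final) preincubated 30min RT with compound in 20mM Tris-HCl pH 8.0, 2mM CaCl2, 2mM beta-mercaptoethanol, 0.05% CHAPS; 25nM Ub-CHOP2 plus 25nM reporter substrate added, fluorescence (Ex485/Em531) read after 60min.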
Chronic BCR inh – blocks chronic active B-cell receptor signaling; Potency, µM (top dose mostly 46.1 µM), for the others: top-dose ratio change, negative = lower green/red ratio, most hits filed as inhibitors; ABC-DLBCL IkBa-CBG/CBR reporter, luminescence ratio, 4 h; AID 493014; hit rate 0.05% among 340,000; active = well fitted inhibition curve with a large enough effect in the signal ratio, with a control signal flat, not every such curve was filed as active; inconclusive = small, poorly fitted or top-dose-only effect, or effect the other way, or a change in a side signal; the % refers to the signal ratio;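 note: potency is the fitted concentration of half-maximal effect; plate controls were basal doxycycline-induced cells for no effect and cells given 10 µM MG132 for full effect; MG132 reads +100%, hits lower the ratio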
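TMD8 human ABC-DLBCL cells with doxycycline-inducible IκBα–green luciferase fusion and unfused red luciferase, in 0.5% FBS medium; compounds up to 46 uM, 4 h at 37C. Green/red luminescence ratio, filter-overlap corrected, fitted to concentration-response curves.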
ELG1 DNA repair – blocks ELG1-dependent DNA repair in HEK293T cells | HEK293T ELG1-luciferase reporter, luminescence, 16 h; DNA damage induced by 5-fluorouridine | Potency, µM (doses to about 46.1 µM), for inactives: at the highest dose activity change, negative = inhibition, usual class: inhibitors | hit rate 2.3% among 330,000; note: potency is the fitted concentration of half-maximal effect; % is set by controls: 0 for no effect and ±100 for the full control effect; nearly all actives have a fitted effect of over 55% in size
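Overnight (16 hr) co-exposure of 2,000 cells/well to 5-fluorouridine and compound at 37 °C preceded detection. Luciferase was quantified via ONE-Glo luminescence; loss of signal denotes inhibition.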
Tb PFK inh – T. brucei PFK enzyme inhibition | T. brucei PFK, ADP-Glo luminescence | AID 485367 | hit rate 0.17% among 330,000 | Potency, µM (titrated, usually from 57.5 µM), for inactives: top-dose activity, negative = inhibition, actives largely listed as inhibitors;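 note: potency is the fitted concentration of half-maximal effect; 0% = uninhibited 1x PFK enzyme wells and -100% = no-enzyme wells; nearly all actives have a fitted effect of over 60% in size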
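Compounds were pin-transferred as a titration series up to 57 uM into substrate buffer (0.5 mM F6P, 0.1 mM ATP, pH 8.0), then 1.25 nM PFK was added and reactions ran 45 min before ADP-Glo detection.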
Mito fusion yeast – mitochondrial division inhibition or fusion activation | S. cerevisiae fusion-defective mutant growth rescue, CellTiterGlo 48 h | Potency, µM (series often up to 46.1 µM), for the others: at the highest dose growth rescue (activation), most hits filed as activators | hit rate 0.23% among 320,000;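 note: potency is the fitted concentration of half-maximal effect; % of control where 0% means no effect; nearly all actives have a fitted effect of over 45% in size; temperature-sensitive fusion mutants such as fzo1-1 at 37 °C on non-fermentable ethanol glycerol medium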
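Yeast fusion mutant, YPEG (non-fermentable carbon), compound, 48 h at 37C non-permissive; CellTiterGlo added, 10 min RT, luminescence read. Rescued growth = division inhibition.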
B2AR arrestin – beta2AR (human) beta-arrestin recruitment activity. P07550. hit rate 0.02% among 330,000. Potency, µM (titrated, usually from 46.1 µM), inactives show at the top dose activation, most hits filed as activators. beta-arrestin recruitment to beta2AR, cell-based reporter;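 note: potency is the fitted concentration of half-maximal effect; 0% = DMSO controls and full agonism = EC100 isoproterenol or metaproterenol; nearly all actives have a fitted effect of over 65% in size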
PTAP TSG101 blk – blocks PTAP/TSG101 interaction to inhibit HIV-1 budding; Q99816; Fluorescence polarization, FITC-PTAP peptide / Tsg101 binding; Potency, µM (doses to about 115 µM), without a hit: at the highest dose activity change, negative = inhibition, most hits filed as inhibitors; 340,000 tested, under 10 active; active = well fitted inhibition curve with a large enough effect in the main read-out, with a control signal flat, not every such curve was filed as active; inconclusive = small, poorly fitted or top-dose-only effect, or effect the other way, or a change in a side signal; inactive = no such curve, though single readings can be large or run the other way; note: potency is the fitted concentration of half-maximal effect; % of control where 0% means no effect
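Compounds were pin-transferred onto Tsg101 binding domain (10 uM final) in HEPES pH 7.5 buffer, then FITC-PTAP peptide was added at 50 nM final. After 20 min at RT, polarization reported peptide displacement across a qHTS concentration series.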
TSHR antagonist – human thyrotropin receptor antagonism. TSHR-expressing cells, TSH-stimulated cAMP HTRF, 2 h; hits give low values. activity change, negative = inhibition, % at 11.5 µM. hit rate 0.2% among 330,000;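 active = activity change below a set negative limit, meaning inhibition stronger than a set level, cut at about -70% in these data; inconclusive = activity change between two set negative limits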; note: % is set by controls: 0 for no effect and ±100 for the full control effect
Target sequence (P16473 whole entry, looked up): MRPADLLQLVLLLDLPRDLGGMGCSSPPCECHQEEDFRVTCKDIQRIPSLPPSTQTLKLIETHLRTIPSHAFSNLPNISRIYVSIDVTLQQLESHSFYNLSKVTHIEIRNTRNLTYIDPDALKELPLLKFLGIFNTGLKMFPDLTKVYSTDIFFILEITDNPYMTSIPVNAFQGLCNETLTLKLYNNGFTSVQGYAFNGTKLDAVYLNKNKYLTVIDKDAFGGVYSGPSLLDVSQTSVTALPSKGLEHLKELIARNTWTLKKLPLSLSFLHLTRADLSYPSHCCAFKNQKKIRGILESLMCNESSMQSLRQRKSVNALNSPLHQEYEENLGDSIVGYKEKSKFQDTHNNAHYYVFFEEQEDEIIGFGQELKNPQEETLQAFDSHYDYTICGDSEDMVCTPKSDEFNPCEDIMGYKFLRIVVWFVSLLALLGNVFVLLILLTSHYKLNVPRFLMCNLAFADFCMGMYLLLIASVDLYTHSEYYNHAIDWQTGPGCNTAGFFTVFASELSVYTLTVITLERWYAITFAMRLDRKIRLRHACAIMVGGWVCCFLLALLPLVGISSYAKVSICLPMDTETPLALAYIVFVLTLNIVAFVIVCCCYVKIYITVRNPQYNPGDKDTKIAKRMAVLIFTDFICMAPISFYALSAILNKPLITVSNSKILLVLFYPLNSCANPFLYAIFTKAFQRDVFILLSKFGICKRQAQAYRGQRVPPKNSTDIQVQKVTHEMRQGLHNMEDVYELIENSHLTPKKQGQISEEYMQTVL
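Freshly harvested TSHR cells receive pin-tooled compound, then EC80 TSH at 4nM final. After 2 hours at 37 deg C, antibody in lysis buffer and cAMP-d2 are added; 30 minutes at ambient temperature precede the HTRF read.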
TCR activator – activates T cell receptor signaling | AID 504894 | primary human leukocytes, anti-CD3, IL-2 HTRF, 48 h | 330,000 tested, under 10 active | Potency, µM (series often up to 9.22 µM), for the others: top-dose activation of IL-2 secretion, most hits filed as activators; note: % of control where 0% means no effect
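Using a-CD3 beads without co-stimulation, primary human leukocytes were exposed to compounds for 48 hr. An HTRF IL-2 kit measured the cytokine, with europium-to-d2 energy transfer producing emission at 665nm upon 320nm excitation.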
The depositor's hits bear a star; ? = inconclusive; . = not tested or not shown; [ ] = dose if it differs, or a comment. Unless noted, calls come from the whole dose curve; as a rule, active = well fitted curve in the direction sought with a large enough effect; inconclusive = small, poorly fitted or top-dose-only effect, or another doubt; inactive = no such curve, though single readings can be large; an effect the other way counts as inactive or inconclusive.

SMILES	uPA generation	Eya2 inh	USP2a block	Chronic BCR inh	ELG1 DNA repair	Tb PFK inh	Mito fusion yeast	B2AR arrestin	PTAP TSG101 blk	TSHR antagonist	TCR activator
O=C(NNC(=O)c1ccccn1)c1cccc([N+](=O)[O-])c1	-10%	1%	1%	?	12µM*	0%	2%	0.0%	-4%	5	3%
CCOc1cc(CNCC(C)C)cc(Cl)c1OCc1ccccc1	-16%	1%	1%	?	?	0%	-19%	-0.1%	1%	-6	7%
CCN(CC)S(=O)(=O)c1cc(NC(=O)CN2C(=O)NC(C)(c3ccccc3)C2=O)ccc1C (configuration not stated)	1%	-5%	3%	-1%	2%	-1%	1%	-0.7%	-4%	-29	-3%
O=C1C2C3C=CC(CC3)C2C(=O)N1c1cccc(Br)c1 (configuration not stated)	3%	-14%	-1%	?	10%	-16%	0%	2.2%	-2%	37	-1%
O=C(COc1ccc(Cl)cc1)NCCCNC(=O)c1cnccn1	-2%	-1%	1%	0%	-3%	-1%	16%	0.0%	2%	-1	3%
Cc1ccc(N(CC(=O)N2CCOCC2)S(=O)(=O)c2ccccc2)cc1	-2%	-11%	1%	2%	3%	-1%	1%	0.4%	-9%	25	.
CC(=O)Nc1ccc(S(=O)(=O)N2CCN(CCCOc3ccccc3Cl)CC2)cc1	-2%	-12%	1%	?	?	1%	2%	0.5%	-2%	-13	2%
O=C(CNS(=O)(=O)c1ccccc1)Nc1ccc(F)cc1F	1%	11%	-1%	0%	-17%	-3%	3%	0.1%	2%	10	7%
CCOc1ccc(N(CC(=O)N/N=C/c2cc([N+](=O)[O-])ccc2Cl)S(C)(=O)=O)cc1	-3%	-19%	-12%	?	0%	8%	10%	0.4%	-1%	?	-3%
COc1ccccc1-c1cc(C(=O)NC(C)C)no1	.	-29%	0%	?	?	-1%	3%	-0.3%	-4%	-16	.
O=C(CCc1nc2ccccc2c(=O)[nH]1)Nc1nnc(SCc2ccccc2)s1	1%	6%	0%	1%	9%	-3%	-2%	-0.2%	15%	-10	-2%
CC1C(=O)Nc2ccccc2N1C(=O)c1ccc(O)cc1 (configuration not stated)	4%	6%	4%	0%	-6%	-1%	-1%	-0.6%	-1%	8	-1%
COC(=O)[C@H](C)[C@H]1C[C@]1(C)[C@H](NC(=O)OCc1ccccc1)c1ccccc1	-5%	-9%	-2%	-5%	?	2%	?	-0.1%	.	-15	-5%
COc1ccc(NC2CCCN(C(=O)CCN3Cc4ccccc4C3=O)C2)cc1 (configuration not stated)	-1%	5%	-1%	0%	?	0%	-1%	-0.1%	-3%	0	8%
COc1ccc(OCc2n[nH]c(=S)o2)cc1	-2%	1%	2%	?	?	1%	-5%	0.1%	-3%	17	-11%
CCOc1ccc(C2Nc3ccccc3NC3=C2C(=O)CC(C)(C)C3)cc1OC (configuration not stated)	-3%	4%	0%	3%	-1%	-4%	-4%	6.1%	0%	13	.
CCOC(=O)C1CCN(C(=O)COC(=O)C2CCN(S(=O)(=O)c3ccc(C)c(C)c3)CC2)CC1	-1%	5%	2%	-1%	-12%	1%	-4%	0.1%	1%	6	4%
CC(=O)N1Cc2ccccc2CC1C(=O)OCC(=O)c1c(N)n(C)c(=O)n(C)c1=O (configuration not stated)	5%	7%	0%	0%	?	0%	-2%	0.1%	-2%	10	-3%
COc1ccc(-c2noc(COc3ccc(Cl)c(C)c3)n2)cc1	6%	10%	2%	12%	?	-13%	-9%	0.2%	0%	-8	2%
CCc1cccc(Oc2nn[nH]n2)c1	.	-9%	1%	7%	1%	3%	-1%	8.0%	-7%	9	-6%
CCC(C)NC(=O)c1ccccc1NC(=O)/C(=C/c1ccc(OC)cc1)c1ccccc1 (configuration not stated)	1%	5%	3%	-1%	?	5%	28%	-0.5%	-1%	2	1%[46.1 µM]
O=C(CC(c1ccco1)C1CCCCC1=O)c1ccco1 (configuration not stated)	-3%	-2%	1%	-1%	-8%	-2%	-7%	-0.3%	-4%	-5	-4%
CCCn1c(SCC(=O)N2CC(=O)Nc3ccccc32)nc2ccccc21	4%	-2%	5%	-12%	-4%	0%	-9%	-0.7%	-2%	-1	4%[46.1 µM]
O=C(O)CCn1c(=O)[nH]c(=O)n(CCC(=O)O)c1=O	3%	-5%	9%	1%	-6%	11%	4%	0.5%	1%	-16	-5%
Cn1cnc2c(N3CCCCC3)nccc21	6%	19%	0%	1%	3%	-10%	-4%	-0.3%	-5%	-3	-1%

(more compounds)
SMILES	uPA generation	Eya2 inh	USP2a block	Chronic BCR inh	ELG1 DNA repair	Tb PFK inh	Mito fusion yeast	B2AR arrestin	PTAP TSG101 blk	TSHR antagonist	TCR activator
CCOC(=O)C1=C(N)Oc2c(oc(CO)cc2=O)C1c1ccc(F)c(F)c1 (configuration not stated)	6%	-13%	-1%	?	2%	-3%	-4%	0.3%	1%	-11	0%
CCCCn1c(N)c(N(CCOC)C(=O)C2CCN(c3ncnc4sc(C)c(C)c34)CC2)c(=O)[nH]c1=O	2%	1%	-1%	-8%	?	-1%	1%	-1.0%	3%	-3	2%
Cc1ccc(S(=O)(=O)N(CCC(=O)O)c2ccccc2)cc1	-2%	1%	0%	3%	14%	-3%	6%	2.5%	0%	3	1%[46.1 µM]
CCC(=O)Nc1cccc(C2=NOC3(C2)C[C@@H](C(N)=O)N(C(=O)CC(c2ccccc2)c2ccccc2)C3)c1 (some centres not stated)	11%	6%	-5%	0%	-7%	1%	17%	-0.3%	-5%	-4	0%
CCCCCCCN1C2=NCCN2c2ccccc21	-26%	5%	-1%	-5%	?	0%	11%	0.1%	-3%	2	3%
CCOc1ccc(C(=S)NC2CCCCC2)cc1	.	-9%	-1%	?	?	-3%	-2%	4.3%	-2%	-39	0%
O=C(NCCCN1CCOCC1)C1CCCN(S(=O)(=O)N2CCCCC2)C1 (configuration not stated)	0%	0%	2%	2%	1%	-4%	-12%	0.0%	-1%	-1	4%
O=C(Cc1c(Cl)cccc1Cl)NC1CC1	-3%	3%	5%	1%	2%	0%	-10%	-1.1%	-4%	-8	0%
COc1ccc(-n2nc3c(N4CCC(C(=O)NC5CCCCC5)CC4)nnc(C)c3c2C)cc1	-10%	-5%	1%	1%	0%	0%	-2%	-0.3%	-7%	18	-9%
O=C(CCn1cnc2ccccc2c1=O)Nc1cccc(Cl)c1	-1%	8%	-1%	0%	4%	-1%	-1%	0.1%	-3%	3	3%
O=[N+]([O-])c1ccc(C23CC4CC(CC(O)(C4)C2)C3)cc1	.	1%	2%	4%	?	8%	-9%	-0.1%	.	-7	.
COc1cc(/C=N/O)cc(Cl)c1OC	1%	4%	1%	?	-16%	2%	-3%	0.2%	0%	-2	6%[46.1 µM]
N=C1C(c2nc3ccccc3[nH]2)=C(O)CN1c1ccccc1	-11%	25%	1%	?	?	3%	9%	0.2%	-3%	-3	0%
O=C(COc1cccc(F)c1)Oc1ccc(C(=O)c2ccccc2)cc1	1%	6%	2%	?	11%	-3%	-1%	-1.4%	-3%	22	-8%[46.1 µM]
Cc1ccccc1Cn1cnc2c(NS(C)(=O)=O)c(C)c(C)cc21	3%	-29%	0%	-12%	-26%	-4%	-9%	?	-3%	1	-4%
S=C(c1ccc2c(c1)OCO2)N1CCCC1	-1%	6%	0%	3%	0%	0%	-7%	-0.6%	-2%	-1	2%
Cc1ccc(C(NC(=O)N2CC(C)OC(C)C2)C(Cl)Cl)cc1F (configuration not stated)	6%	-4%	2%	?	-4%	-10%	8%	-1.1%	-2%	43	-2%[46.1 µM]
Cc1cc(C)nc(SCc2ccc(Br)cc2)n1	0%	-10%	1%	?	-8%	1%	-1%	-0.4%	-1%	18	5%
COc1ccccc1CNC(=O)c1cc(-c2ccccc2)nn1Cc1cc(C)no1	8%	4%	0%	?	-21%	-1%	6%	0.4%	-3%	-11	0%
COc1ccc(-n2nc(C)cc2N)cc1	?	2%	0%	0%	?	-1%	4%	0.4%	-7%	10	1%
O=C1CN(c2nc(-c3cccnc3)nc3sc4c(c23)CCCC4)CCN1	-8%	-15%	2%	?	?	0%	5%	-0.3%	-2%	-12	-3%
